Source: PubChem
Anesthetic bind: qHTS Assay for Identification of Novel General Anesthetics; Ferritin light chain (Equus caballus), P02791; apoferritin/1-aminoanthracene competitive binding, fluorescence; Potency, µM (titrated, usually from 77.5 µM), for inactives: at the highest dose activity change, negative = displacement, actives largely listed as inhibitors; hit rate 0.074% among 350,000; AID 485281, 2010; further: potency means the concentration at half of the fitted maximal effect; on the % scale 0 is the no-effect control and ±100 the full control effect; nearly all actives have a fitted effect of over 20% in size
Target sequence (P02791 2-175 limits assumed): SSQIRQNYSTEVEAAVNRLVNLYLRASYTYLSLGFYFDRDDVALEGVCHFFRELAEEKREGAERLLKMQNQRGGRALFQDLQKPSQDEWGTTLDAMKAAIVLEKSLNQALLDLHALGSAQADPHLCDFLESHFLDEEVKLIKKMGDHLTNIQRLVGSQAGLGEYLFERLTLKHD
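Apoferritin-based anesthetic binding model; compound displacement of fluorescent 1-AMA measured as endpoint fluorescence after 10 minutes at room temperature, scaled to free-ligand and complex controls.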
TRHR ag: qHTS for Small Molecule Agonists and Allosteric Enhancers of Human TRH Receptor: Primary Screen for Agonists; Thyrotropin-releasing hormone receptor (Homo sapiens), P34981; TRHR cells, calcium flux fluo-8, FDSS agonist mode; activation, % at 2 µM; hit rate 0.18% among 360,000; in the data active means activation above about 30%; further: 0% is about no effect
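Agonist-mode FDSS calcium read (Ex 480/Em 530, 1 s cycles) in 1536-well TRHR cells with fluo-8 dye, after 10-cycle baseline and 23 nL compound addition; TRH at EC20 (10 nM final) added afterwards for the enhancer phase.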
RXFP1 agonist: qHTS Assay for Agonists of the Relaxin Receptor RXFP1; AID 2676, 2010; HEK293T-RXFP1 cAMP TR-FRET, 30 min; response scale: percent of porcine relaxin response, buffer zero; Relaxin receptor 1 (Homo sapiens), Q9HBX9; Potency, µM (series often up to 57.5 µM), for the others: top-dose activation, usual class: activators; hit rate 0.3% among 370,000; further: potency means the concentration at half of the fitted maximal effect; on the % scale 0 is the no-effect control and ±100 the full control effect; nearly all actives have a fitted effect of over 60% in size; many of its hits are not listed in these tables
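Agonist response is measured as cAMP accumulation in an RXFP1-transfected HEK293T line under PDE4 inhibition. Values are scaled between buffer-only and 29 nM porcine relaxin, and EC50s come from standard Hill equation fits.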
D1 antagonist: Antagonist of Human D 1 Dopamine Receptor: qHTS; D(1A) dopamine receptor (Homo sapiens), P21728; HEK293 TREx D1 cells, calcium flux, dopamine EC80; hits give low values; activity change, negative = inhibition, % at 10 µM; hit rate 3.2% among 360,000; in the data active means activity change below about -30%; further: on the % scale 0 is the no-effect control and ±100 the full control effect
Target sequence (P21728 whole entry, looked up): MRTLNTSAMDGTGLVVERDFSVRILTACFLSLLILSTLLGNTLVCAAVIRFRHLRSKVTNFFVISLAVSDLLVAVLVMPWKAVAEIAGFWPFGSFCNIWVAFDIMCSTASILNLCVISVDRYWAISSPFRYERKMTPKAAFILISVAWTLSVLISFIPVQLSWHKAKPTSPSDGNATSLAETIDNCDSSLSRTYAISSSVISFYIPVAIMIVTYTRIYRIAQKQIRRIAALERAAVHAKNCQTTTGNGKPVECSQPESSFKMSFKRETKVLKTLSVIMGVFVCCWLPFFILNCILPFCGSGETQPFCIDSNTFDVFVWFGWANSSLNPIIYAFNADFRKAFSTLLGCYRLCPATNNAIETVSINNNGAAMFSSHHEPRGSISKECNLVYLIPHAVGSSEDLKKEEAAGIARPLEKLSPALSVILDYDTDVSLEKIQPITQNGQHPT
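Compound effects on dopamine-evoked calcium signalling were measured in tetracycline-induced HEK293 Trex D1 cells. Dopamine at EC80 followed a 180 s compound pre-read, and fluorescence was tracked kinetically for 180 s more.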
RXFP1 antag: qHTS Assay for Antagonists of the Relaxin Receptor RXFP1. Relaxin receptor 1 (Homo sapiens), Q9HBX9. HEK293-RXFP1, relaxin-stimulated cAMP HTRF, 30 min; hits give low values. hit rate 0.59% among 350,000. AID 1259400, 2018. activity change, negative = inhibition, % at 57.5 µM;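 active means activity change of -60% or lower, but not beyond a set lower limit; inconclusive means change between -60% and -40%, or beyond the set limit; inactive means change above -40%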; further: on the % scale 0 is the no-effect control and ±100 the full control effect
D2 potentiator: HTS Assay for Positive Allosteric Modulators of the Human D2 Dopamine Receptor: Primary Screen for Potentiators. D(2) dopamine receptor (Homo sapiens), P14416. HEK293 T-REx D2, calcium flux, EC20 dopamine potentiation. potentiation, % at 10 µM. hit rate 0.34% among 340,000;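 active means potentiation over 3 SD above the plate norm, cut at about 30% in these data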; further: 0% is about no effect
Target sequence (P14416 whole entry, looked up): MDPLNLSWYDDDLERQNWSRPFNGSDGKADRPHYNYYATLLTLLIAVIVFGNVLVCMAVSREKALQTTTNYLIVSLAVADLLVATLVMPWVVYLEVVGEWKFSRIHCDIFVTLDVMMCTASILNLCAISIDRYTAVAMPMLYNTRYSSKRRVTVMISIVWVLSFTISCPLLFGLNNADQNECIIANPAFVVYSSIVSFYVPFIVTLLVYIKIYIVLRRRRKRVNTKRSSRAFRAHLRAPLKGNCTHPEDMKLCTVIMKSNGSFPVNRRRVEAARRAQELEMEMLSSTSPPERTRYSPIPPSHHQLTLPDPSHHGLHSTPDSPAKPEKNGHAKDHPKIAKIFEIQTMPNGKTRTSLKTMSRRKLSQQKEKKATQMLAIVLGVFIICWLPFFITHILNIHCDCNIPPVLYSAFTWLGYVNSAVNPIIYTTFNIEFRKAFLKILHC
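Tetracycline-induced Hek293 Trex D2 cells, force-coupled to calcium, loaded with no-wash calcium dye. Compound added with 180 s kinetic read for agonism, then EC20 dopamine and a further 180 s read for potentiation.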
TRHR enhancer: qHTS for Small Molecule Agonists and Allosteric Enhancers of Human TRH Receptor: Primary Screen for Enhancers; Thyrotropin-releasing hormone receptor (Homo sapiens), P34981; TRHR cells, fluo-8 calcium fluorescence, EC20 TRH enhancement; enhancement, % at 2 µM; hit rate 0.66% among 360,000; AID 493056, 2011; in the data active means enhancement above about 30%; further: 0% is about no effect
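TRHR-expressing cells loaded with fluo-8 calcium dye were read kinetically (ex 480/em 530) during compound addition, then stimulated with an EC20 of TRH (10 nM final). Enhancement of the Gq-mediated intracellular calcium response was scored.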
D1 potentiator: Potentiators of Human D1 Dopamine Receptor: qHTS | D(1A) dopamine receptor (Homo sapiens), P21728 | HEK293 TREx D1 cells, calcium flux, dopamine EC20 potentiation | potentiation, % at 10 µM | hit rate 0.036% among 360,000 | AID 504651, 2011; in the data active means potentiation above about 30%; further: 0% is about no effect
D1 agonist: Allosteric Agonists of the Human D1 Dopamine Receptor: qHTS; D(1A) dopamine receptor (Homo sapiens), P21728; HEK293 T-REx D1 cells, calcium flux, agonist mode; activation, % at 2 µM; hit rate 1% among 360,000; in the data active means activation above about 30%; further: 0% is about no effect
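Agonism was scored from calcium flux recorded over 180 s (1 read/s) after pintool compound addition, following a 10-cycle baseline. Cells were inducible force-coupled HEK293 TREx D1, plated overnight at 30 C and loaded with no-wash calcium dye.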
Starred values were filed as active, the others as inactive; ? = inconclusive; . = no result given; [ ] = another dose, or the depositor's remark. Unless noted, the call rests on the fitted dose curve; in most records, active means well fitted curve in the direction sought with a large enough effect; inconclusive means small, poorly fitted or top-dose-only effect, or another doubt; inactive means no such curve, though single readings can be large; an effect the other way counts as inactive or inconclusive. These rows are one share of the data. The share of hits here may be higher or lower than overall.

Molecule	TRHR enhancer	Anesthetic bind	D2 potentiator	TRHR ag	D1 antagonist	D1 agonist	RXFP1 agonist	RXFP1 antag	D1 potentiator
COc1ccc(-c2cc(=NCCC(=O)O)c3cc(C)ccc3o2)cc1	11	456%[activator]	-2	14	-13	4	24%	14	0
Cn1cccc1CNCCc1ccccc1F	-3	-14%	.	-0.3	-2	4	0.9%	-5	-7
CCc1c(C(=O)NN2C(=O)C3C4CCC(O4)C3C2=O)csc1C (stereo unspecified)	5	-1%	-4	-0.3	30	5	0.2%	3	-1
COc1c(C)cc(C(=O)C2CCCN(Cc3cnc(C)s3)C2)cc1C (stereo unspecified)	0	-9%	-4	-1.1	-12	0	-0.7%	12	-2
CSc1ncc(/C=C2/C(=O)NC(=O)N(c3ccc(Cl)cc3)C2=O)cn1	-6	-13%	.	-0.2	1	2	2.2%	-7	0
CCCCCCCCCCCCn1ccc(=N)cc1	-4	-20%	.	0.6	-9	53*	0.5%	-74*	-19
C/C(=N\N1CCCCC1)c1c(O)[nH]c(=O)[nH]c1=O	20	2%	-1	0.0	-7	15	-4.3%	-1	-3
O=c1c2ccccc2nc(/C=C/c2ccccc2F)n1-c1ccccc1O	0	-24%	3	2.7	9	11	2.1%	4	-4
O=C(COc1cc(Cl)ccc1Cl)Nc1ccc(Cl)cc1C(=O)c1ccccc1	-2	0%	-4	-0.4	11	-3	1.5%	17	1
Cc1ccc(S(=O)(=O)N(C)C)cc1NC(=O)C(C)[N+]12CCN(CC1)CC2 (stereo unspecified)	23	-2%	-6	2.1	4	0	0.3%	-3	-2
COC(=O)C1=C(c2ccc(-c3ccccc3)c(F)c2)C[C@@H]2CC[C@H]1N2C(=O)NC1CCCCC1	-4	.	-17	-0.6	.	3	1.9%	.	-2
CCC(C)C1NC(=O)C(C(C)=O)=C1O (stereo unspecified)	-13	-10%	7	0.0	4	1	0.7%	1	-3
O=C1c2ccccc2C(=O)N1Cc1nc2ccccc2c(=O)n1-c1cccnc1	13	-4%	7	-0.2	-1	0	3.4%	-23	-1
CN1CCN(C(=O)COc2ccc3ccccc3c2Br)CC1	28	7%	-6	0.2	5	0	16%	5	5
Cc1cc(OC(C)C(=O)NCC(O)c2ccccc2)c2c3c(c(=O)oc2c1)CCC3 (stereo unspecified)	0	-7%	1	0.1	3	1	4.6%	36	-1
O=[N+]([O-])c1ccc(Cl)cc1	-2	.	2	0.0	.	1	-0.2%	.	1
CN(C)CCCNCC(=O)Nc1ccc(Cl)cc1C(=O)c1ccccc1	-4	-9%	-5	-1.3	-1	2	0.3%	-3	2
Cn1cc(C(=O)OCC(=O)N2CCCC2)c2ccccc21	-1	.	-5	0.0	-1	0	-0.4%	4	-5
COc1cccc(-c2nc(CS(=O)CC(=O)N3CCC4(CC3)OCCO4)c(C)o2)c1 (stereo unspecified)	8	-7%	-2	0.5	-3	1	-1.5%	3	1
CCOP(=O)(OCC)C1(C(=O)O)CCCC1	2	4%	4	-0.5	4	1	-0.5%	-16	5
CCOc1ccc(-c2cc(C)[n+](CCc3ccc(OC)c(OC)c3)c(-c3ccc(OCC)cc3)c2)cc1	-7	-21%	-4	-0.2	6	5	2.0%	-84*	4
CCC(=NCc1cccnc1)c1c(O)n(C2CCCCC2)c(=O)[nH]c1=O	1	-5%	7	-0.5	-3	3	0.7%	-1	-7
CC(=O)N(C1=NCCCS1)c1ccc(F)cc1	3	-9%	-2	-0.3	-11	2	1.7%	2	-2
Cc1c(N=Nc2c(O)[nH]c(=S)[nH]c2=O)c(=O)n(-c2ccccc2)n1C	2	-11%	5	-0.5	3	2	-1.6%	12	1
CC(=O)Nc1ccc(OC(=O)N(C)c2ccc(C)cc2)cc1	2	-17%	-7	0.1	-38*	1	0.1%	-4	-6
COc1cc(CNc2ccc3[nH]c(=O)[nH]c3c2)ccc1OCc1ccccc1C	3	?	2	0.3	-57*	3	5.0%	-14	2
Cc1cccc(-c2nn3c(=O)cc(CN4CCN(C(=O)COc5ccc(Cl)cc5)CC4)nc3s2)c1	0	-4%	-1	-0.8	-28	-1	-2.9%	.	-2
NS(=O)(=O)c1ccc(N=Cc2c(O)n(-c3ccccc3)c(=O)[nH]c2=O)cc1	-1	-12%	-3	0.1	16	3	3.1%	-10	4
COc1cccc(OC)c1CN1CCCC(C(=O)c2cccc(Cl)c2)C1 (stereo unspecified)	4	-11%	-26	-1.4	7	-3	0.4%	-4	6
Clc1ccc(CNC2CN3CCC2CC3)cc1 (stereo unspecified)	2	-15%	3	0.2	-75*	4	-0.4%	1	-8
CC(C)CN1CCN(Cc2ccccc2C(F)(F)F)CC1CCO (stereo unspecified)	-6	-13%	-18	-0.3	1	3	-0.2%	-3	-4
O=c1[nH]c(O)c(N=Nc2cc(C(F)(F)F)ccc2Cl)c(=O)[nH]1	-3	-16%	1	-1.1	22	6	3.1%	-8	-7
Cn1c(O)c(C=NC2CCCCC2)c(=O)[nH]c1=S	2	?	2	-0.2	-2	1	3.6%	-13	-4
O=c1c2ccccc2nc(/C=C/c2cccc3ccccc23)n1-c1ccccc1Cl	-6	-7%	-3	-0.2	-17	1	3.6%	-17	-1
C/C(=N\N1CCCCCC1)c1c(O)n(-c2ccc(C)cc2)c(=O)[nH]c1=O	2	?	-3	-0.2	-40*	3	-0.3%	2	-4
CSc1nnc([C@@H](N)Cc2c[nH]c3ccccc23)o1	14	1%	18	1.2	9	3	-1.2%	-7	-2
CCCCCCOc1ccc(CN2CCN(CC)CC2)cc1	-6	?	-3	0.1	-4	21	-1.7%	-9	-3
CC(=NCc1ccc2c(c1)OCO2)c1c(O)n(-c2ccc(C)cc2)c(=O)[nH]c1=O	6	-11%	6	-0.6	2	4	3.4%	-10	4
CSc1ccc(C(=O)C2CCCN(CCCn3cccn3)C2)cc1 (stereo unspecified)	-6	-11%	-15	0.5	1	8	1.0%	-13	-3
COc1ccc(CN2CCN(c3ccccc3F)CC2)c(OC)c1	26	-9%	-30	-0.8	-24	4	-0.9%	.	-9
COC(=O)C1=C(c2ccc(OC(F)(F)F)cc2)C[C@@H]2CC[C@H]1N2C(=O)NCCOc1ccccc1Cl	7	.	4	2.0	20	12	-0.7%	.	2
CC(=Nc1ccc2c(c1)CCC2)c1c(O)n(C)c(=O)n(C)c1=O	3	-14%	15	-0.2	22	1	1.1%	-9	-1
Cc1ccc(Cn2nnnc2CN2CCC(n3nnc4cc(C)ccc43)CC2)cc1	-1	-5%	-19	-0.6	-28	0	1.5%	2	-4
N=c1c[n+](C2CCCCC2)[n-]o1	3	-5%	.	0.7	7	1	4.6%	11	1
O=C1CC(c2ccc(F)cc2)c2c(c3ccccc3oc2=O)O1 (stereo unspecified)	1	0%	9	0.8	-13	0	8.7%	-1	-1
CN(C)CC1CSCCC1(O)c1ccccc1 (stereo unspecified)	-8	-3%	-27	0.7	5	3	-1.3%	9	-6
CC(C)COC(=O)n1c(=O)oc2cc(S(=O)(=O)N3CCCCC3)ccc21	-8	?	-5	1.0	0	6	0.0%	-14	-2
CCCCCSc1cc(O)c(C(CNC)C(C)C)cc1OC (stereo unspecified)	-2	?	-6	0.8	7	28	2.9%	-19	-2
CCCc1cc(=O)oc2c3c(cc(OCC(=O)N4CCC[C@H]4C(=O)O)c12)OC(C)(C)CC3	-3	47%[activator]	0	0.6	-5	0	18%	.	-4
CCC(=NCc1ccco1)c1c(O)n(-c2ccccc2C)c(=O)[nH]c1=O	1	1%	-9	1.0	-5	2	2.0%	-1	6

Additional results follow.
Molecule	TRHR enhancer	Anesthetic bind	D2 potentiator	TRHR ag	D1 antagonist	D1 agonist	RXFP1 agonist	RXFP1 antag	D1 potentiator
CCCCn1c(O)c(C(CC)=NCc2cccnc2)c(=O)[nH]c1=O	-6	-12%	4	0.2	-6	3	5.5%	-7	2
CN1C(=O)N(C)C(=O)C2(Cc3c(nc4ccccn4c3=O)N3CCc4ccccc4C32)C1=O (stereo unspecified)	-1	-8%	18	-0.2	9	4	1.8%	-3	5
CN1C(=O)N(C)C(=O)C2(Cc3cc(NC(=O)c4ccccc4)ccc3N3CCCC32)C1=O (stereo unspecified)	0	-18%	14	1.6	-18	4	0.2%	8	-2
O=C(Cc1ccccc1[N+](=O)[O-])N1CCN(Cc2ccc3c(c2)OCO3)CC1	-6	-16%	6	0.3	11	8	1.3%	3	1
COc1ccc(NC(=S)NC(NC(=O)CF)C(Cl)(Cl)Cl)cc1[N+](=O)[O-] (stereo unspecified)	-5	-16%	-1	0.0	-21	4	1.6%	2	-2
O=C(Cc1cc(=O)[nH]c(=O)[nH]1)N1CCN(CCO)CC1	-3	-4%	1	0.3	14	1	2.2%	-2	3
CCCCCCCn1c(=O)c(C(=O)Nc2cnccn2)c(O)c2ccccc21	-2	4%	-1	-0.6	21	1	-3.8%	-11	0
O=C(CCN1CCOCC1)Nc1ccc(Br)cc1C(=O)c1ccccc1	14	?	-3	-0.3	20	1	5.8%	3	-3
Cc1c2cnn(CC(=O)N3CCC4(CC3)OCCO4)c(=O)c2c(C)n1Cc1ccccc1	-2	5%	.	0.3	3	3	2.8%	-24	-4

An excerpt from above in order of formula weight, lowest first.
Molecule	TRHR enhancer	Anesthetic bind	D2 potentiator	TRHR ag	D1 antagonist	D1 agonist	RXFP1 agonist	RXFP1 antag	D1 potentiator
CN(C)CC1CSCCC1(O)c1ccccc1 (stereo unspecified)	-8	-3%	-27	0.7	5	3	-1.3%	9	-6
C/C(=N\N1CCCCC1)c1c(O)[nH]c(=O)[nH]c1=O	20	2%	-1	0.0	-7	15	-4.3%	-1	-3
CSc1ccc(C(=O)C2CCCN(CCCn3cccn3)C2)cc1 (stereo unspecified)	-6	-11%	-15	0.5	1	8	1.0%	-13	-3
